Compound activity as filed in PubChem BioAssay.
PMI inhibitors = MPI enzyme activity inhibition – biochemical, fluorescence intensity, coupled assay, primary screen (AID 1209); purified PMI enzyme, coupled fluorescence intensity; higher % means a stronger effect; inhibition, % at 20 µM, or IC50 in µM where a hit was titrated; 190,000 tested, 0.42% active;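 further: plate controls were DMSO vehicle for no effect and wells lacking substrate for full effect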
TNAP activation fold = human TNAP enzyme activators, primary screen, biochemical, luminescent, no phosphate acceptor, uHTS (AID 1001). activation fold at 20 µM; hits with a dose series show EC50 in µM. 200,000 tested, 0.03% active. purified TNAP, luminescent activation assay, no phosphate acceptor; higher activation fold means a stronger effect; in the data active means activation fold from about 3, or a potency from the dose series; inactive means the rest, 99 in 100 with activation fold below about 1.6; further: many of its hits are not listed in these tables
M1AAP inhibition = malaria alanyl aminopeptidase activity blockers – biochemical, fluorogenic H-Leu-NHMec substrate, 1536-well (AID 1445); recombinant M1AAP, H-Leu-NHMec fluorogenic kinetic assay; higher % means a stronger effect; one-dose inhibition, % at 30 µM; IC50 in µM for titrated hits; 220,000 tested, 0.42% active;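 active means primary inhibition above the hit cutoff, then over 50% inhibition at one or more dose response concentrations, cut at about 23% in these data, passing the limit was not always enough; inconclusive means conflicting primary data, or primary hits not chosen for dose response; inactive means low primary inhibition, or under 50% at every dose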;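 further: plate controls were DMSO full reaction for no effect and no enzyme background for full effect; strong numbers were not always called active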
RSV antiviral HEp-2 = inhibition of RSV-induced cytopathic effect – HEp-2 cells, primary 10 µM value included (AID 2391). HEp-2 cells, RSV-induced CPE inhibition; higher % means a stronger effect. one-dose CPE inhibition, % at 10 µM; IC50 in µM for titrated hits. 310,000 tested, 0.13% active; in the data active means a potency from the dose series; inconclusive means CPE inhibition mostly from about 23% at the one dose, without a potency; inactive means the rest, 99 in 100 with CPE inhibition below about 21%; further: strong numbers were not always called active
M17LAP inhibition = P. falciparum M17LAP inhibitors, primary screen, biochemical, fluorogenic H-Leu-NHMec substrate, 1536-well (AID 1619) | recombinant M17LAP, H-Leu-NHMec fluorogenic kinetic assay; higher % means a stronger effect | inhibition, % at 30 µM, or IC50 in µM where a hit was titrated | 220,000 tested, 0.38% active;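 active means compound inhibiting the enzyme by more than half at any dose during confirmatory dose-response retesting; inconclusive means strong single-dose inhibitors picked by rank but not retested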;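 further: plate controls were full reaction with DMSO carrier for no effect and no enzyme background for full effect; strong numbers were not always called active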
K1F lysis inhibition = protection from phage-mediated lysis, alamar blue read-out – E. coli UTI89, K1F phage, bacterial capsule biogenesis inhibitors (AID 488966); E. coli UTI89 K1F phage lysis, alamar blue, 2 h; higher % means a stronger effect; inhibition, % at 100 µM; hits with a dose series show IC50 in µM; 340,000 tested, 0.02% active;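 active means phage lysis inhibition, versus mean bacterial control, above a set limit; inconclusive means no clear call, values can overlap the other calls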;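 further: capsule biogenesis inhibitors block K1F phage lysis so surviving cells raise fluorescence; higher fluorescence means more inhibition of phage lysis; actives were called in the ten point dose series up to 300 µM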
West Nile virus CPE = inhibition of WNV-induced cytopathic effect – cell-based, CPE readout (AID 1621). 290,000 tested, 0.02% active. West Nile virus-infected cells, CPE inhibition; higher % means a stronger effect. CPE inhibition, % at 10 µM; hits with a dose series show IC50 in µM; in the data active means a potency from the dose series; inconclusive means CPE inhibition mostly from about 3.7% at the one dose, without a potency; inactive means the rest, 99 in 100 with CPE inhibition below about 2.2%; further: strong numbers were not always called active
PMI inhibition = human PMI inhibitors, high substrate, primary screen, biochemical, fluorescence intensity, high mannose 6-phosphate (AID 1220); recombinant PMI enzyme, coupled fluorescence intensity; higher % means a stronger effect; one-dose inhibition, % at 20 µM; IC50 in µM for titrated hits; 190,000 tested, 0.66% active
T cell HTS = modulates CD8 T cell binding to vesicles; 2C CD8+ T cell-vesicle binding, flow cytometry; active compounds read low; calls only at 7 µM; 330,000 tested, 0.068% active; AID 2052;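 active means response, share of CD8 T cells binding vesicles, and their 90th percentile fluorescence all below set limits, cut at about 80% in these data, passing the limit was not always enough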
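Benchmarks: naked versus QL9-loaded vesicles / Assay system: purified 2C TCR transgenic mouse naive CD8+ T cells / Technique: high-throughput flow cytometry with anti-B7-1 and anti-CD8 staining / Timing: Cell–vesicle co-incubation 1.5 h at 37 °C, staining 20 min on ice / Read-out: percent CD8+ FL2 mean versus row control / Probe or stimulus: QL9-loaded Drosophila micro-vesicles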
T cell HTS vesicle-bound % = also measured in T cell HTS; calls as there; double positive events, %; measured here: CD8+ vesicle-bound cell fraction;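 binding gate set so that unloaded-vesicle control wells show 10% double positive cells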
Active calls of the source: *; i = inactive; ? = inconclusive; . = not tested or not shown; [ ] = another dose, or the depositor's remark. Unless noted, no stated cut-off is given here; in the data, active means inhibition above about 50%; inactive means the rest.

SMILES	PMI inhibitors	TNAP activation fold	M1AAP inhibition	RSV antiviral HEp-2	M17LAP inhibition	K1F lysis inhibition	West Nile virus CPE	PMI inhibition	T cell HTS	T cell HTS vesicle-bound %
C/C(=N\NC(=O)CC1N=C(Cc2ccccc2)NNC1=O)c1ccc(C)cc1 (stereo not drawn)	-3%	1.1	9%	4.0%	9%	0.5%	0.4%	-11%	i	40
COC(=O)c1sccc1NC(=O)Nc1ccc(OC)cc1	.	.	.	1.9%	.	-0.1%	0.6%	.	i	56
Cc1cc2ccccc2nc1Br	-6%	1	-3%	2.2%	-4%	4.3%	-0.2%	-8%	i	46
CCN(CC)c1ccc(/C=N/NC(=O)c2ccc3nc[nH]c3c2)c(O)c1	.	.	-2%	9.3%	4%	0.4%	0.6%	.	i	16
Cn1c2ccccc2c(=O)c2cc(C#Cc3ccc(N)cc3)ccc21	.	.	.	3.5%	.	0.2%	-1.1%	.	i	17
COc1ccc(OCCSc2nc(N)cc(N)n2)cc1	-1%	1.1	8%	0.7%	0%	0.8%	-0.5%	-2%	i	34
O=C(CCNc1n[nH]c(=O)[nH]c1=O)N1CCOCC1	-2%	1.1	2%	1.3%	3%	0.6%	0.8%	8%	i	52
COc1cc(CCC(=O)NCc2ccc(Cl)cc2)cc(OC)c1OC	.	.	.	0.1%	.	0.2%	0.4%	.	i	43
COc1ccccc1C(=O)NCC(c1cccnc1)N(C)C (stereo not drawn)	2%	1.1	7%	0.5%	0%	0.5%	1.1%	16%	i	52
Cc1cc(Cl)c(S(=O)(=O)NC2CCCC2)cc1OCC(N)=O	.	.	.	0.7%	.	0.1%	0.0%	.	i	15
COCCN1C(=O)c2cc(C(=O)Nc3ccc(C)c(F)c3)ccc2C1Nc1ccc(C)c(F)c1 (stereo not drawn)	-18%	1	3%	1.0%	-15%	2.3%	-0.1%	2%	i	14
CCOC(=O)CNC(=O)C1COc2ccccc2O1 (stereo not drawn)	.	.	-2%	.	-2%	-0.1%	1.6%	.	i	29
CS(=O)(=O)c1ccc2nc(NC(=O)C3CC(=O)N(c4ccccc4)C3)sc2c1 (stereo not drawn)	.	.	.	0.7%	.	0.2%	0.1%	.	i	38
CCc1ccc(N2C(=O)CC(N(CC3CCCO3)C(=O)/C=C/C(=O)O)C2=O)cc1 (stereo not drawn)	-6%	1.1	5%	-0.2%	8%	4.2%	1.1%	7%	i	48
Cc1cc(Cl)n2c(nc3ccccc32)c1C#N	2%	1.1	-1%	.	-17%	0.6%	-0.4%	34%	.	.
O=C(OCC(=O)c1cccs1)c1ccc([N+](=O)[O-])o1	6%	1.1	-4%	0.0%	-1%	0.0%	0.9%	19%	i	23
COc1cc(C(=O)NNC(=O)c2ccc(NC(=O)C(C)(C)C)cc2)cc(OC)c1OC	.	1.1	3%	1.1%	-12%	0.6%	0.2%	.	i	29
COc1ccc(-c2csc3ncnc(N4CCN(c5cccc(Cl)c5)CC4)c23)cc1	.	.	.	5.7%	.	0.4%[50 µM]	0.7%	.	i	6
COc1ccc(-c2cc(C(=O)OCC(=O)Nc3ccc4c(c3)OCO4)c3ccccc3n2)cc1	6%	1.2	5%	1.1%	3%	4.7%	-0.4%	8%	i	14
O=S(=O)(c1ccccc1)N1CCCN(S(=O)(=O)c2ccccc2)CC1	.	.	.	0.5%	.	0.2%	-1.0%	.	i	46
CC(=O)OCC(=O)Nc1c(C)cccc1C	-5%	1.1	-1%	0.7%	-3%	0.4%	-0.8%	-1%	i	30
O=C1CCCCCN1Sc1ccccc1	-8%	1.2	-4%	1.0%	-12%	-0.5%	-0.3%	-1%	i	33
CCN(CC)C(=O)C1CCCN(C(=O)CCn2nnnc2CN2CCOCC2)C1 (stereo not drawn)	.	.	.	0.0%	.	0.1%	-0.3%	.	i	36
O=C1N/C(=N/N=C/c2ccc(F)cc2)SC1c1ccccc1 (stereo not drawn)	.	.	5%	6.2%	5%	.	0.1%	.	i	31
CCOc1ccccc1CNCC1CCCO1 (stereo not drawn)	.	.	.	-0.4%	.	-0.1%	-0.7%	.	i	64
COc1ccc2cc(C#N)c(NC(C)C)nc2c1	19%	1.1	10%	7.9%	-21%	-0.9%	1.3%	18%	i	35
CCn1c(SCC(=O)Nc2nc3ccccc3s2)nnc1-c1ccc(OC)cc1	15%	1	0%	0.1%	-14%	0.3%	0.3%	10%	i	35
CN(C(=O)COC(=O)c1cc(S(=O)(=O)N2CCCCC2)ccc1N1CCOCC1)C1CCS(=O)(=O)C1 (stereo not drawn)	.	.	-4%	-0.5%	9%	0.5%	0.4%	.	i	44
O=C(Nc1ccc(S(=O)(=O)N2CCCC2)cc1)c1ccc(CN2CCc3ccccc3C2)cc1	2%	1.1	1%	1.7%	-3%	4.3%	-1.3%	-1%	i	37
Cc1ccc(NC(=O)NNC(=O)C2CCN(Cc3ccc(F)cc3Cl)CC2)cc1	0%	1	3%	-0.7%	2%	-2.4%	0.4%	-1%	i	31
CCCCc1nc(C(N)=O)c2[nH]c(=O)n(-c3ccc(OC)cc3OC)c2n1	.	.	.	-0.3%	.	0.0%	-0.2%	.	i	47
Oc1c(-c2cc(-c3ccco3)[nH]n2)ccc2ccccc12	8%	1	7%	?	-3%	0.6%	0.2%	7%	i	27
COc1ccc(-c2nc3ncccn3c2Nc2ccccc2)cc1	-15%	1	7%	0.5%	14%	0.2%	.	-4%	i	58
CCCN(Cc1cc2cc(C)ccc2[nH]c1=O)S(C)(=O)=O	-9%	1	0%	1.3%	-1%	0.0%	-0.6%	-2%	i	12
CCOc1ccc(C(=O)N(CN2CCCC2=O)c2ccccc2)cc1	-12%	1	2%	10%	-4%	1.8%	-1.1%	-8%	i	32
Clc1ccccc1OCc1nnc(-c2ccccc2Br)o1	8%	1.2	1%	9.6%	9%	1.2%	1.2%	6%	i	51

Reprinted at random: 5 entries already listed, in no set order.
SMILES	PMI inhibitors	TNAP activation fold	M1AAP inhibition	RSV antiviral HEp-2	M17LAP inhibition	K1F lysis inhibition	West Nile virus CPE	PMI inhibition	T cell HTS	T cell HTS vesicle-bound %
COc1ccc(-c2csc3ncnc(N4CCN(c5cccc(Cl)c5)CC4)c23)cc1	.	.	.	5.7%	.	0.4%[50 µM]	0.7%	.	i	6
Cc1cc2ccccc2nc1Br	-6%	1	-3%	2.2%	-4%	4.3%	-0.2%	-8%	i	46
CCN(CC)c1ccc(/C=N/NC(=O)c2ccc3nc[nH]c3c2)c(O)c1	.	.	-2%	9.3%	4%	0.4%	0.6%	.	i	16
O=C1CCCCCN1Sc1ccccc1	-8%	1.2	-4%	1.0%	-12%	-0.5%	-0.3%	-1%	i	33
COc1cc(C(=O)NNC(=O)c2ccc(NC(=O)C(C)(C)C)cc2)cc(OC)c1OC	.	1.1	3%	1.1%	-12%	0.6%	0.2%	.	i	29

The listing continues.
SMILES	PMI inhibitors	TNAP activation fold	M1AAP inhibition	RSV antiviral HEp-2	M17LAP inhibition	K1F lysis inhibition	West Nile virus CPE	PMI inhibition	T cell HTS	T cell HTS vesicle-bound %
Cc1ccnc2nc(C(=O)Nc3cc(Cl)ccc3N3CCOCC3)nn12	6%	1.1	2%	0.9%	-9%	1.0%	0.0%	2%	i	57
O=C(NC1CCCCC1)N1CCc2ccccc21	5%	1.1	-4%	-0.1%	0%	-0.9%	0.0%	3%	i	31
Nc1ccc(-c2sc(N)nc2-c2ccccc2)cc1	15%	1.1	14%	2.1%	-18%	-0.4%	.	21%	i	38
C=CCOc1ccc2ccccc2c1CNn1cn[nH]c1=S	.	.	.	6.3%	.	-2.0%	-0.4%	.	i	10
COc1cc(OC)cc(C2=NC3(CCC(C)CC3)NC2=S)c1 (stereo not drawn)	0%	1.2	1%	2.0%	-1%	0.2%	-0.9%	5%	i	60
CN(c1ccccc1)S(=O)(=O)c1cccc(NC(=O)CSc2nncn2C)c1	-17%	1.1	1%	1.0%	3%	3.1%	-0.3%	-39%	i	8
CCOC(=O)c1c(NC(=S)Nc2ccccc2C)sc2c1CCC2	20%	1	7%	1.1%	14%	0.0%	-0.3%	12%	i	71
Cc1ccc(-n2cnc(=O)c3cccnc32)cc1	0%	1	-3%	2.2%	4%	0.0%	0.5%	-8%	i	33
CCN(CC)c1nc2cc(OC)ccc2cc1C#N	14%	1.1	8%	10%	-48%	2.2%	.	14%	i	50
Cc1ccc(S(=O)(=O)NCC(=O)OCc2ccccc2Br)cc1	13%	1	7%	0.2%	-2%	-1.5%	1.3%	15%	i	32
COc1ccccc1NS(=O)(=O)c1cc(NC(=O)c2ccc(Cl)nc2)ccc1Cl	4%	1.1	3%	7.8%	0%	2.1%[50 µM]	-0.8%	6%	i	58
Cc1[nH]c(C)c(S(=O)(=O)NCc2ccc(OC(C)C)cc2)c1C(=O)N1CCCC1	.	.	.	0.5%	.	0.3%	1.3%	.	i	40
Cc1ccccc1NC(=O)CS(=O)(=O)c1cn(CC(=O)N2CCOCC2)c2ccccc12	-9%	1.1	3%	0.5%	1%	-0.1%	1.6%	-3%	i	30
C=CCC(=O)NC1CC(C)(C)Cc2c1cnn2-c1ccccc1C (stereo not drawn)	.	.	.	2.5%	.	0.0%	-1.1%	.	i	58
CCn1c(=O)c2c3c(sc2n2cnnc12)CCC3	1%	1	-2%	9.8%	15%	0.6%	0.5%	6%	i	17
COc1ccc(CCNC(=O)CN2CCN(Cc3ccc(F)cc3)C2=O)cc1OC	-2%	1.2	3%	3.0%	3%	0.2%	-0.1%	-6%	i	39
COc1ccccc1Oc1ccc(S(=O)(=O)N2CCN(C)CC2)cc1	7%	1.1	-1%	-1.0%	3%	0.5%	-1.3%	1%	i	53
CCn1c(N2CCN(C(=O)c3ccco3)CC2)nc2ccccc21	.	.	.	1.1%	.	0.1%	-0.5%	.	i	52
Cc1nn(Cc2ccccc2)c(C)c1C(=O)NCCN1C(=O)S/C(=C\c2ccccc2)C1=O	21%	1	3%	1.1%	-11%	2.4%[50 µM]	0.5%	9%	i	26
COC(=O)c1ccccc1NCC(=O)c1ccc(OC)cc1	.	.	.	0.7%	.	-0.1%	0.1%	.	i	67
